S-ASM inh: human S-ASM enzyme inhibition; P17405; placental ASM, HMU-PC fluorogenic substrate, 60 min; Potency, µM (highest dose often 57.5 µM), inactives show top-dose activity change, negative = inhibition, actives largely listed as inhibitors; hit rate 0.006% among 340,000; AID 504937; also: potency is read from the fitted curve at half-maximal effect
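Fluorescence read-out (Ex 386 nm, Em 447 nm) after stopping the reaction at pH 10. Enzyme: ASM from human placenta; substrate HMU-PC0, 9 uM final; 60 min, 37 °C. Compound preincubation 10 min, ambient temperature.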
MLL CXXC-DNA inh: inhibitors of human MLL CXXC domain-DNA interaction | hit rate 0.037% among 290,000 | MLL-CXXC / FITC-HOXA9 DNA fluorescence polarization | Q03164 | Potency, µM (titrated, usually from 115 µM), without a hit: at the top dose activity change, negative = inhibition, hits mostly inhibitors; active = well fitted inhibition curve with a large enough effect in the polarisation, with a control signal flat, not every such curve was filed as active; inconclusive = small, poorly fitted or top-dose-only effect, or effect the other way, or a change in a side signal; inactive = no such curve, though single readings can be large or run the other way; the % refers to the polarisation; also: potency is read from the fitted curve at half-maximal effect
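Purified MLL-CXXC (added from a 7 uM solution) was preincubated 5 min at ambient with pinned compounds in 50 mM Tris-HCl pH 7.5, 50 mM NaCl, 1 mM DTT, 0.05% BSA. Fluorescein-labeled HOX-A9 DNA (50 nM solution) followed, 30 min, then polarization read.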
TSHR antagonist: human thyrotropin receptor antagonism | activity change, negative = inhibition, % at 11.5 µM | hit rate 0.2% among 330,000 | TSHR-expressing cells, TSH-stimulated cAMP HTRF, 2 h; active compounds read low;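 active = activity change below a set negative limit, meaning inhibition stronger than a set level, cut at about -70% in these data; inconclusive = activity change between two set negative limits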; also: % is scaled to controls: 0 for no effect and ±100 for the full control effect
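Freshly harvested TSHR cells receive pin-tooled compound, then EC80 TSH at 4nM final. After 2 hours at 37 deg C, antibody in lysis buffer and cAMP-d2 are added; 30 minutes at ambient temperature precede the HTRF read.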
MBNL1-CUG inh: MBNL1-poly(CUG) RNA binding inhibition. hit rate 0.036% among 280,000. TR-FRET MBNL1-His/biotin-(CUG)12 binding, 665/545 ratio. AID 2675. Potency, µM (titrated, usually from 57.5 µM), inactives show at the highest dose activity change, negative = inhibition, hits mostly inhibitors. Q9NR56; active = well fitted inhibition curve with a large enough effect in the signal ratio, with a control signal flat, not every such curve was filed as active; inconclusive = small, poorly fitted or top-dose-only effect, or effect the other way, or a change in a side signal; inactive = no such curve, though single readings can be large or run the other way; the % refers to the signal ratio; also: potency is read from the fitted curve at half-maximal effect; % is scaled to controls: 0 for no effect and ±100 for the full control effect
Target sequence (Q9NR56 whole entry, looked up): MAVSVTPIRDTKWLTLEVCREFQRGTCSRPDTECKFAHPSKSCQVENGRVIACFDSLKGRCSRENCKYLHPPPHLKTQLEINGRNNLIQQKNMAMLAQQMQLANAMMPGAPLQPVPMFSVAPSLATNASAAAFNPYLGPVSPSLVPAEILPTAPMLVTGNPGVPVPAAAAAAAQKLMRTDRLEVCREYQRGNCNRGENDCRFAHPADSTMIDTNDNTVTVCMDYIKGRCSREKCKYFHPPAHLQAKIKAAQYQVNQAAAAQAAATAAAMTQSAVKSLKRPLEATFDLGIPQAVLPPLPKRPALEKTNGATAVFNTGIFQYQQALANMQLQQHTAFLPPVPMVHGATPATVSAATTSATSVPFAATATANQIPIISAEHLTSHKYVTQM
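TR-FRET readout: Ex 340 nm, 665/545 nm emission ratio, normalized to buffer-only (basal) and MBNL1-(CUG)12 controls. Complex of MBNL1-His with Biotin-(CUG)12, compounds 92 nM–58 uM, incubated 60 min at room temperature.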
PTAP TSG101 blk: blocks PTAP/TSG101 interaction to inhibit HIV-1 budding; Fluorescence polarization, FITC-PTAP peptide / Tsg101 binding; Potency, µM (titrated, usually from 115 µM), for inactives: at the highest dose activity change, negative = inhibition, hits mostly inhibitors; 340,000 tested, under 10 active; active = well fitted inhibition curve with a large enough effect in the main read-out, with a control signal flat, not every such curve was filed as active; inconclusive = small, poorly fitted or top-dose-only effect, or effect the other way, or a change in a side signal; inactive = no such curve, though single readings can be large or run the other way; also: potency is read from the fitted curve at half-maximal effect; % of control where 0% means no effect
Target sequence (Q99816 whole entry, looked up): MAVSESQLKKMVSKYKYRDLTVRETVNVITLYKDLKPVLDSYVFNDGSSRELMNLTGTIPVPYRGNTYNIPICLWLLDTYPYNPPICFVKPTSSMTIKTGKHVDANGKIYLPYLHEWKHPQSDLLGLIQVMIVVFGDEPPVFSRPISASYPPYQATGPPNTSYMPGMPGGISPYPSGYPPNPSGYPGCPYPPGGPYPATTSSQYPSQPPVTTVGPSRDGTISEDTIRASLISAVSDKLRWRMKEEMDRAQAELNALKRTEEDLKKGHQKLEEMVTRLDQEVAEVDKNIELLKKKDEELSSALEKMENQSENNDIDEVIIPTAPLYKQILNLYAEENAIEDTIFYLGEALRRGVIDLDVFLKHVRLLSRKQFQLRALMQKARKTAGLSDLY
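Fluorescence anisotropy tracks displacement of a FITC-tagged PTAP peptide (50 nM) from the Tsg101 binding domain (10 uM), following a 20 min room-temperature incubation at pH 7.5.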
Menin MLL FP TR: menin-MLL binding inhibition, Texas Red mutant peptide; O00255; Menin + Texas Red MLL mutant peptide, fluorescence polarization; Potency, µM (top dose mostly 61.6 µM), inactives show top-dose FP activity change, negative = inhibition, actives largely listed as inhibitors; hit rate 0.23% among 270,000; active = well fitted inhibition curve with a large enough effect in the polarisation, with a control signal flat, not every such curve was filed as active; inconclusive = small, poorly fitted or top-dose-only effect, or effect the other way, or a change in a side signal; inactive = no such curve, though single readings can be large or run the other way; the % refers to the polarisation; also: potency is read from the fitted curve at half-maximal effect; % of control where 0% means no effect; many of its hits are not listed in these tables
Mito fusion yeast: blocks mitochondrial division or promotes mitochondrial fusion; S. cerevisiae fusion-defective mutant growth rescue, CellTiterGlo 48 h; Potency, µM (top dose mostly 46.1 µM), without a hit: at the highest dose growth rescue (activation), most hits filed as activators; hit rate 0.23% among 320,000;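 also: potency is read from the fitted curve at half-maximal effect; % of control where 0% means no effect; nearly all actives have a fitted effect of over 45% in size; temperature-sensitive fusion mutants such as fzo1-1 at 37 °C on non-fermentable ethanol glycerol medium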
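Luminescent cell viability in 1536-well qHTS format served as the measure of rescued growth in ts fusion-mutant S. cerevisiae cultured on non-fermentable YPEG for 48 hours at 37C.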
AT treatment: potential ataxia-telangiectasia treatments restoring KAP-1 phosphorylation | hit rate 0.19% among 320,000 | AID 485349 | […] A-T fibroblasts, KAP-1 phosphorylation AlphaLISA; neocarzinostatin DNA damage 30 min before lysis | Potency, µM (titrated, usually from 57.5 µM), for inactives: at the top dose activation, hits mostly activators; also: potency is read from the fitted curve at half-maximal effect; % of control where 0% means no effect; nearly all actives have a fitted effect of over 45% in size
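hTERT-immortalized A-T patient fibroblasts ([…]), 500 cells/well in OPTI-MEM, 1% FBS, got compounds for 60 min, then NCS for 30 min at 37C. Lysates were then assayed for phospho-KAP-1 by AlphaLISA (anti-pKAP1 donor, anti-KAP1 acceptor beads), 6 hr at 25C.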
a7 integrin act: activators of alpha7 integrin expression for muscular dystrophy. hit rate 0.064% among 350,000. alpha7betagal myoblasts, beta-gal FDG fluorescence, 48 h. AID 624291. Potency, µM (top dose mostly 38.3 µM), for inactives: top-dose activation, usual class: activators;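 also: potency is read from the fitted curve at half-maximal effect; 100% = response of the positive control SU9516; nearly all actives have a fitted effect of over 60% in size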
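Alpha7betagal+/- myoblasts (passage 13) were plated 16-24 hr, then exposed to compounds (1:260 dilution of DMSO stock) for 48 hours at 37C. After MPER lysis, β-galactosidase reporter activity was read as FDG fluorescence (ex 480/em 540) after 30 minutes.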
TCR act: T cell receptor activation; primary human leukocytes, anti-CD3, IL-2 HTRF, 48 h; Potency, µM (series often up to 9.22 µM), without a hit: at the highest dose activation of IL-2 secretion, hits mostly activators; 330,000 tested, under 10 active; AID 504894; also: % of control where 0% means no effect
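IL-2 release read by HTRF sandwich (Eu cryptate donor, d2 acceptor, 665 nm emission) after 48 hr exposure of primary human leukocytes to compound together with anti-CD3 beads in the absence of co-stimulatory signals.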
* marks the source's active call; other numbers are inactive results; [ ] = remark or other dose. Unless noted, calls follow the shape of the dose curve; as a rule, active = well fitted curve in the direction sought with a large enough effect; inconclusive = small, poorly fitted or top-dose-only effect, or another doubt; inactive = no such curve, though single readings can be large; an effect the other way counts as inactive or inconclusive. This is a subset (hit frequency here may not be typical).

Results for O=S(=O)(NCc1ccccc1)c1ccc(F)cc1Br ?
S-ASM inh: 6%; MLL CXXC-DNA inh: 37%[activator]; TSHR antagonist: -6; MBNL1-CUG inh: -11%; PTAP TSG101 blk: -2%; Menin MLL FP TR: 9%; Mito fusion yeast: 17%; AT treatment: 19%; a7 integrin act: 0%; TCR act: -1%

How did Cc1cccc(C)c1N(CC(=O)NCc1ccco1)C(=O)CNS(=O)(=O)c1ccc(F)cc1 do in these assays?
S-ASM inh: -16%; MLL CXXC-DNA inh: 3%; MBNL1-CUG inh: 0%; PTAP TSG101 blk: -1%; Mito fusion yeast: -3%; AT treatment: 13%; a7 integrin act: -27%; TCR act: 5%

Results for O=C(Cn1ccc2ccccc2c1=O)NCC(=O)N1CCN(c2ccc(F)cc2)CC1 ?
S-ASM inh: 0%; MLL CXXC-DNA inh: 1%; TSHR antagonist: 0; MBNL1-CUG inh: 2%; PTAP TSG101 blk: -8%; Menin MLL FP TR: -3%; Mito fusion yeast: 4%; AT treatment: -2%; a7 integrin act: -13%; TCR act: -3%

How did Cc1oc2c(cc(NS(=O)(=O)c3ccc4c5c(cccc35)C(=O)N4)c3ccccc32)c1C(=O)OC(C)C do in these assays?
S-ASM inh: -24%; MLL CXXC-DNA inh: 14%; TSHR antagonist: 6; MBNL1-CUG inh: inconclusive; PTAP TSG101 blk: -7%; Menin MLL FP TR: inconclusive; Mito fusion yeast: -2%; AT treatment: -6%; a7 integrin act: 0%; TCR act: 0%

Results for O=C(Nc1cc(Cl)cc2c1-c1ccc(Cl)cc1C2O)C(Cl)Cl (configuration not stated) ?
S-ASM inh: -3%; PTAP TSG101 blk: -9%; a7 integrin act: inconclusive; TCR act: 2%

How did CCn1c(CSc2nc3ccccc3s2)nnc1SCC(N)=O do in these assays?
S-ASM inh: 4%; MLL CXXC-DNA inh: -3%; TSHR antagonist: 4; MBNL1-CUG inh: -28%; PTAP TSG101 blk: -9%; Menin MLL FP TR: 12%; Mito fusion yeast: 0%; AT treatment: -6%; a7 integrin act: -4%; TCR act: -7%

Results for COC(=O)C(C)Sc1nc2c(c(=O)[nH]c(=O)n2C)n1CCC(C)C (configuration not stated) ?
S-ASM inh: 6%; MLL CXXC-DNA inh: inconclusive; TSHR antagonist: 3; MBNL1-CUG inh: 1%; PTAP TSG101 blk: -8%; Menin MLL FP TR: -19%; Mito fusion yeast: 1%; AT treatment: -5%; a7 integrin act: -17%; TCR act: 1%[46.1 µM]

What do the screens show for `CCN(C[C@H]1N[C@@](C)(C(=O)OC)[C@H]2C(=O)N(Cc3ccccc3)C(=O)[C@@H]12)C(=O)C1CCCCC1`?
S-ASM inh: -5%; TSHR antagonist: 50; PTAP TSG101 blk: -2%; AT treatment: inconclusive; a7 integrin act: 19%; TCR act: 4%

What do the screens show for `Cc1ccc(S(=O)(=O)N=Nc2c(O)[nH]c3ccccc23)cc1`?
S-ASM inh: -1%; MLL CXXC-DNA inh: 8%; TSHR antagonist: 1; MBNL1-CUG inh: inconclusive; PTAP TSG101 blk: 0%; Mito fusion yeast: 2%; AT treatment: -5%; a7 integrin act: -7%; TCR act: -7%

What do the screens show for `CCOc1ccc2nc(NC(=O)CN3CCC(n4nnc5cc(F)ccc54)CC3)sc2c1`?
S-ASM inh: -8%; MLL CXXC-DNA inh: 15%; TSHR antagonist: -21; MBNL1-CUG inh: -9%; PTAP TSG101 blk: 3%; Menin MLL FP TR: inconclusive; Mito fusion yeast: inconclusive; AT treatment: -7%; a7 integrin act: -13%

How did COc1ccc(NC(=O)C2CC(=O)N(c3cc(C)ccc3C)C2)cc1 (configuration not stated) do in these assays?
S-ASM inh: 7%; MLL CXXC-DNA inh: -2%; TSHR antagonist: 6; MBNL1-CUG inh: 1%; PTAP TSG101 blk: -5%; Menin MLL FP TR: -13%; Mito fusion yeast: -2%; AT treatment: 1%; a7 integrin act: 17%; TCR act: 0%

What do the screens show for `CCCCN(C)/C=N/c1c(C#N)cnn1-c1ccc(C)cc1`?
S-ASM inh: -1%; MLL CXXC-DNA inh: 10%; TSHR antagonist: 0; MBNL1-CUG inh: -19%; PTAP TSG101 blk: -4%; Menin MLL FP TR: 6%; Mito fusion yeast: 2%; AT treatment: 4%; a7 integrin act: -8%; TCR act: 1%

Results for CNC(=O)CSc1nnc(-c2cccs2)o1 ?
S-ASM inh: 4%; MLL CXXC-DNA inh: 6%; TSHR antagonist: -9; MBNL1-CUG inh: -5%; PTAP TSG101 blk: -6%; Menin MLL FP TR: -29%; Mito fusion yeast: -1%; AT treatment: 1%; a7 integrin act: -15%; TCR act: -2%

What do the screens show for `COc1cc(NC(=O)COc2ccccc2[N+](=O)[O-])ccc1NC(=O)c1ccco1`?
S-ASM inh: -1%; MLL CXXC-DNA inh: 14%; TSHR antagonist: -8; MBNL1-CUG inh: -4%; PTAP TSG101 blk: 0%; Mito fusion yeast: 1%; AT treatment: 12%; a7 integrin act: 2%; TCR act: -2%

Results for Cc1cnc(C)c(N2CCC(C(=O)NC(C)c3cccs3)CC2)n1 (configuration not stated) ?
S-ASM inh: 0%; MLL CXXC-DNA inh: 1%; TSHR antagonist: -11; MBNL1-CUG inh: -5%; PTAP TSG101 blk: -4%; Menin MLL FP TR: 3%; Mito fusion yeast: -5%; a7 integrin act: 6%; TCR act: 2%

Results for O=C(CN1CCN(c2ccc([N+](=O)[O-])cc2)CC1)Nc1ccccn1 ?
S-ASM inh: -1%; MLL CXXC-DNA inh: 0%; TSHR antagonist: 1; MBNL1-CUG inh: inconclusive; PTAP TSG101 blk: -1%; Menin MLL FP TR: -1%; Mito fusion yeast: 11%; AT treatment: -7%; a7 integrin act: -5%; TCR act: 2%[46.1 µM]

Results for Oc1ccccc1-c1nnc(-c2ccc(C(F)(F)F)cc2)o1 ?
S-ASM inh: 1%; MLL CXXC-DNA inh: 11%; TSHR antagonist: 26; MBNL1-CUG inh: -17%; PTAP TSG101 blk: -2%; Menin MLL FP TR: 9%; Mito fusion yeast: -1%; AT treatment: 0%; a7 integrin act: -38%; TCR act: 5%

How did CCCCc1ccc(CC(=O)Nc2cc(S(=O)(=O)N3CCOCC3)ccc2O)cc1 do in these assays?
S-ASM inh: inconclusive; TSHR antagonist: -12; PTAP TSG101 blk: 1%; Mito fusion yeast: -2%; AT treatment: -2%; a7 integrin act: 11%; TCR act: 12%

What do the screens show for `CCN(Cc1ccccc1)S(=O)(=O)c1ccc(C(=O)Nc2nnc(-c3ccccc3OC)o2)cc1`?
S-ASM inh: -2%; MLL CXXC-DNA inh: -23%; TSHR antagonist: 29; MBNL1-CUG inh: -4%; PTAP TSG101 blk: -3%; Menin MLL FP TR: inconclusive; Mito fusion yeast: 7%; a7 integrin act: -29%; TCR act: 8%

How did CCn1cc(C(=O)N2CC=C(c3ccccc3)CC2)c(=O)c2ccc(C)nc21 do in these assays?
S-ASM inh: 0%; MLL CXXC-DNA inh: -1%; TSHR antagonist: 35; MBNL1-CUG inh: -9%; PTAP TSG101 blk: -4%; Menin MLL FP TR: 0%; Mito fusion yeast: 7%; a7 integrin act: -26%; TCR act: -1%

How did O=C(CCCCCCCCN1C(=O)c2ccccc2C1=O)N1CCOCC1 do in these assays?
S-ASM inh: 0%; MLL CXXC-DNA inh: 3%; TSHR antagonist: 4; MBNL1-CUG inh: 3%; PTAP TSG101 blk: 0%; Mito fusion yeast: -4%; AT treatment: 8%; a7 integrin act: 1%; TCR act: 0%

What do the screens show for `CC(Oc1ccccc1)C(=O)Nc1nnc(C2CCCCC2)s1` (configuration not stated)?
S-ASM inh: -1%; MLL CXXC-DNA inh: -7%; TSHR antagonist: 7; MBNL1-CUG inh: 1%; PTAP TSG101 blk: 1%; Menin MLL FP TR: -18%; Mito fusion yeast: 28%; AT treatment: -2%; a7 integrin act: inconclusive; TCR act: -4%

From PubChem BioAssay
